MgcRacGAP inhibition = MgcRacGAP GTPase-activating activity inhibitors, confirmation, biochemical, ADP Hunter fluorescence; MgcRacGAP-stimulated Rac1 GTP hydrolysis, ADP Hunter fluorescence; higher % means a stronger effect; GST-tagged Rac1 F28L mutant substrate; 340,000 tested, 0.6% active; one-dose inhibition, % at 30 µM; IC50 in µM for titrated hits;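 active = first-screen hits whose inhibition reached a set limit at any dose in the follow-up dose series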;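 note: fluorescence reports GDP produced by GAP-driven GTP hydrolysis; strong numbers were not always called active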
GPR55 LPI antagonism = GPR55 antagonists blocking LPI-driven arrestin recruitment, primary screen, imaging, U2OS, beta-arrestin-GFP, LPI agonist (AID 2013); U2OS GPR55 beta-arrestin-GFP translocation imaging, LPI antagonism; higher % means a stronger effect; inhibition, % at 10 µM, or IC50 in µM where a hit was titrated; 290,000 tested, 0.13% active;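 active = spots per cell inhibited over 60%, with over 100 cells counted and total cytoplasm intensity under 500,000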;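 note: U2OS cells stably carrying GPR55 and arrestin-GFP stimulated by 5 µM LPI near EC80; imaged beta-arrestin-GFP aggregate spots per cell after agonist stimulation; plate controls were LPI-stimulated DMSO wells for no effect and DMSO wells without LPI for full effect; some results filed as inactive read as strong as hits; confirmed hits need IC50 under 10 µM and bright autofluorescent wells are also inconclusive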
KOR beta-arrestin-1 = kappa opioid receptor activators – cell-based, luminescence, uHTS, primary screen (AID 1777). 280,000 tested, 0.02% active. KOR beta-arrestin recruitment, luminescence; higher % means a stronger effect. activation, % at 10 µM, or EC50 in µM where a hit was titrated; in the data active = activation above about 50%, passing the limit was not always enough; note: a part of the inactive calls stands beside numbers as strong as those of hits
HEK293 NOD2/NF-kB = NOD2 signaling inhibitors, cell-based, luminescence, uHTS, HEK293 (AID 1566) | inhibition, % at 4 µM; hits with a dose series show EC50 in µM | 290,000 tested, 0.63% active | HEK293 NOD2/NF-kB luciferase reporter, luminescence; higher % means a stronger effect; note: many of its hits are not listed in these tables
HIV fusion peptide = inhibitors of HIV fusion peptide binding, primary screen, biochemical, uHTS, fluorescence dequenching (AID 1986) | cell-free peptide binding, fluorescence dequenching, 30 min; higher % means a stronger effect | inhibition, % at 20 µM; hits with a dose series show IC50 in µM | 290,000 tested, 0.3% active; in the data active = inhibition mostly above about 52%, no sharp cut-off; inactive = mostly below about 76%; note: some results filed as inactive read as strong as hits
NOD1 NF-kB reporter = NOD1 signaling inhibitors, primary screen, cell-based, luminescence, uHTS (AID 1578); NOD1-driven NF-kB luciferase reporter cells, luminescence; higher % means a stronger effect; inhibition, % at 4 µM; hits with a dose series show EC50 in µM; 290,000 tested, 1% active; in the data active = inhibition mostly above about 36%, no sharp cut-off; inactive = mostly below about 34%;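 note: HEK-293T reporter cells stimulated with the NOD1 agonist gamma-tri-DAP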
KOR beta-arrestin-2 = kappa opioid receptor blockers – cell-based, luminescence, uHTS (AID 1778); KOR beta-arrestin recruitment, luminescence, antagonist mode; higher % means a stronger effect; inhibition, % at 10 µM; hits with a dose series show IC50 in µM; 290,000 tested, 0.091% active; note: strong numbers were not always called active
SV40 large T antigen = TAg ATPase/helicase activity blockers – biochemical (AID 1903); one-dose inhibition, % at 20 µM; IC50 in µM for titrated hits; SV40 large T antigen ATPase/helicase inhibition assay; higher % means a stronger effect; 310,000 tested, 0.39% active; in the data active = a potency from the dose series; note: strong numbers were not always called active
GPR55 activation = GPR55 agonists via beta-arrestin recruitment, primary screen, imaging, U2OS cells, beta-arrestin-GFP redistribution (AID 1961) | U2OS GPR55 beta-arrestin-GFP redistribution imaging; higher % means a stronger effect | activation, % at 10 µM, or EC50 in µM where a hit was titrated | 290,000 tested, 0.048% active;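 active = activation above 40% with more than 50 cells counted in the well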;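 note: U2OS osteosarcoma cells stably expressing GPR55 and beta-arrestin-GFP; plate controls were DMSO negative control for no effect and LPI positive control for full effect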
The depositor's hits bear a star; [ ] = dose if it differs, or a comment. Cut-off read from the data, not from the text of the source, unless noted: active = inhibition above about 50%; inactive = the rest. This is a subset; rates above refer to the full screens.

`CCOc1cc2[nH]c(=S)n(CCC(=O)NCc3ccco3)c(=O)c2cc1OCC` gave MgcRacGAP inhibition 8%, GPR55 LPI antagonism -3%, KOR beta-arrestin-1 -4.0%, HEK293 NOD2/NF-kB 8%, HIV fusion peptide 0.2%, NOD1 NF-kB reporter -19%, KOR beta-arrestin-2 4%, SV40 large T antigen 2% and GPR55 activation 0.1%.
`COC(=O)CCC(=O)OC1(C)C(=O)C2=CN(CC(C)C)C(c3ccc(OC)cc3)=CC2=C(Br)C1=O` (stereo not drawn) gave GPR55 LPI antagonism -7%, HEK293 NOD2/NF-kB 3%, HIV fusion peptide 2.2%, NOD1 NF-kB reporter -3%, KOR beta-arrestin-2 22%, SV40 large T antigen 27% and GPR55 activation -0.2%.
For OCCN1CN=C(Nc2nc3ccccc3o2)NC1 the results were MgcRacGAP inhibition 4%, GPR55 LPI antagonism 3%, KOR beta-arrestin-1 -0.5%, HEK293 NOD2/NF-kB 6%, HIV fusion peptide -0.8%, NOD1 NF-kB reporter 5%, KOR beta-arrestin-2 0%, SV40 large T antigen 4% and GPR55 activation 0.3%.
Cc1c(C)n(Cc2ccccc2)c2ncnc(NCCN(C)C)c12 was read as MgcRacGAP inhibition 7%, GPR55 LPI antagonism 7%, KOR beta-arrestin-1 -1.9%, HEK293 NOD2/NF-kB -3%, HIV fusion peptide -0.1%, NOD1 NF-kB reporter -6%, KOR beta-arrestin-2 7%, SV40 large T antigen -1% and GPR55 activation 0.3%.
Screening Nc1ccc(CNc2ncn[nH]2)cc1 returned MgcRacGAP inhibition 11%, GPR55 LPI antagonism 1%, KOR beta-arrestin-1 0.5%, HEK293 NOD2/NF-kB 6%, HIV fusion peptide 0.4%, NOD1 NF-kB reporter -9%, KOR beta-arrestin-2 -18%, SV40 large T antigen 20% and GPR55 activation 0.0%.
For COCCOC(=O)c1c(C)n(C)c2ccc(OC(=O)C3CC3)cc12 the results were MgcRacGAP inhibition 3%, GPR55 LPI antagonism 11%, KOR beta-arrestin-1 -6.9%, HEK293 NOD2/NF-kB 3%, HIV fusion peptide -3.9%, NOD1 NF-kB reporter -6%, KOR beta-arrestin-2 18%, SV40 large T antigen 3% and GPR55 activation -0.2%.
`C=CCn1c(=O)c2ccccc2n2c(SCC(=O)N3CCCc4ccccc43)nnc12` gave MgcRacGAP inhibition 10%, GPR55 LPI antagonism -1%, KOR beta-arrestin-1 -0.2%, HEK293 NOD2/NF-kB 0%, HIV fusion peptide -1.6%, NOD1 NF-kB reporter 1%, KOR beta-arrestin-2 31%, SV40 large T antigen -3% and GPR55 activation -1.0%.
For CC(=O)OCCC(NS(=O)(=O)OCC(Cl)(Cl)Cl)c1ccccc1 (stereo not drawn) the results were MgcRacGAP inhibition 7%, GPR55 LPI antagonism 12%, KOR beta-arrestin-1 -3.9%, HEK293 NOD2/NF-kB 6%, HIV fusion peptide 1.4%, NOD1 NF-kB reporter -14%, KOR beta-arrestin-2 -95%[20 µM], SV40 large T antigen 2% and GPR55 activation 0.0%.
Screening CC(C)NCCCCOc1cccc(Br)c1 returned MgcRacGAP inhibition 14%, GPR55 LPI antagonism 17%, KOR beta-arrestin-1 10%, HEK293 NOD2/NF-kB -2%, HIV fusion peptide -0.3%, NOD1 NF-kB reporter -6%, KOR beta-arrestin-2 -6%, SV40 large T antigen 5% and GPR55 activation -0.3%.
Cc1ccc(Cl)cc1N1CCN(CC(=O)Nc2ccc(CN3CCCCC3)cc2)CC1 was read as MgcRacGAP inhibition 11%, GPR55 LPI antagonism 12%, KOR beta-arrestin-1 0.6%, HEK293 NOD2/NF-kB 23%, HIV fusion peptide -2.2%, NOD1 NF-kB reporter -27%, KOR beta-arrestin-2 2%, SV40 large T antigen 9% and GPR55 activation -0.5%.
Screening CC(C1CCN(Cc2cn(C)nc2-c2cccc(Cl)c2)CC1)N1CCOCC1 (stereo not drawn) returned MgcRacGAP inhibition 11%, GPR55 LPI antagonism 6%, KOR beta-arrestin-1 -3.6%, HEK293 NOD2/NF-kB 14%, HIV fusion peptide 0.6%, NOD1 NF-kB reporter -10%, KOR beta-arrestin-2 -8%, SV40 large T antigen 15% and GPR55 activation 0.7%.
COc1cc(/C=C(/C#N)C(=O)Nc2ccc(Cl)cc2)ccc1Oc1nc(Cl)ncc1F was read as MgcRacGAP inhibition 5%, GPR55 LPI antagonism 14%, KOR beta-arrestin-1 14%, HEK293 NOD2/NF-kB -26%, HIV fusion peptide -1.6%, NOD1 NF-kB reporter 11%, KOR beta-arrestin-2 -57%, SV40 large T antigen 17% and GPR55 activation -0.1%.

Reprinted at random: 2 records from the list, in no set order.
For COCCOC(=O)c1c(C)n(C)c2ccc(OC(=O)C3CC3)cc12 the results were MgcRacGAP inhibition 3%, GPR55 LPI antagonism 11%, KOR beta-arrestin-1 -6.9%, HEK293 NOD2/NF-kB 3%, HIV fusion peptide -3.9%, NOD1 NF-kB reporter -6%, KOR beta-arrestin-2 18%, SV40 large T antigen 3% and GPR55 activation -0.2%.
`CCOc1cc2[nH]c(=S)n(CCC(=O)NCc3ccco3)c(=O)c2cc1OCC` gave MgcRacGAP inhibition 8%, GPR55 LPI antagonism -3%, KOR beta-arrestin-1 -4.0%, HEK293 NOD2/NF-kB 8%, HIV fusion peptide 0.2%, NOD1 NF-kB reporter -19%, KOR beta-arrestin-2 4%, SV40 large T antigen 2% and GPR55 activation 0.1%.

Next section.
`COC(=O)c1c(NC(=O)c2ccc(S(=O)(=O)N3CCOCC3)cc2)sc2c1CCN(C(C)C)C2` gave MgcRacGAP inhibition 12%, GPR55 LPI antagonism 15%, KOR beta-arrestin-1 14%, HEK293 NOD2/NF-kB 16%, HIV fusion peptide 1.3%, NOD1 NF-kB reporter -6%, KOR beta-arrestin-2 -8%, SV40 large T antigen 24% and GPR55 activation -0.1%.
For Cc1ccc(CCNC(=O)c2sc3nc4n(c(=O)c3c2C)CCC4)cc1 the results were MgcRacGAP inhibition 0%, GPR55 LPI antagonism -5%, KOR beta-arrestin-1 -4.6%, HEK293 NOD2/NF-kB 10%, HIV fusion peptide 2.3%, NOD1 NF-kB reporter -6%, KOR beta-arrestin-2 -30%, SV40 large T antigen 10% and GPR55 activation -0.1%.
For CC(C)c1ccccc1NC(=O)CNC(C)c1ccc(F)cc1 (stereo not drawn) the results were GPR55 LPI antagonism -5%, KOR beta-arrestin-1 -1.1%, HEK293 NOD2/NF-kB -54%, HIV fusion peptide 0.1%, NOD1 NF-kB reporter -52%, KOR beta-arrestin-2 5%, SV40 large T antigen 16% and GPR55 activation -0.7%.
COC(=O)c1c(C(=O)OC)c(C)n(Cc2ccco2)c1C was read as MgcRacGAP inhibition 9%, GPR55 LPI antagonism 19%, KOR beta-arrestin-1 -1.7%, HEK293 NOD2/NF-kB 10%, HIV fusion peptide -0.5%, NOD1 NF-kB reporter -14%, KOR beta-arrestin-2 15%, SV40 large T antigen 1% and GPR55 activation 0.3%.
For O=c1cc(-c2cccc([N+](=O)[O-])c2)[nH][nH]1 the results were MgcRacGAP inhibition 13%, GPR55 LPI antagonism 8%, KOR beta-arrestin-1 -0.7%, HEK293 NOD2/NF-kB 2%, HIV fusion peptide 3.2%, NOD1 NF-kB reporter -29%, KOR beta-arrestin-2 -41%, SV40 large T antigen 30% and GPR55 activation -0.3%.
For Fc1ccc(-c2csc3ncnc(Nc4ccc(N5CCOCC5)cc4)c23)cc1 the results were MgcRacGAP inhibition 7%, GPR55 LPI antagonism 8%, KOR beta-arrestin-1 1.1%, HEK293 NOD2/NF-kB 13%, HIV fusion peptide -2.3%, NOD1 NF-kB reporter 29%, KOR beta-arrestin-2 5%, SV40 large T antigen 11% and GPR55 activation 0.6%.
For COc1ccc(CNc2cccc3[nH]c(C(F)(F)F)nc23)cc1OC the results were MgcRacGAP inhibition 4%, GPR55 LPI antagonism 3%, KOR beta-arrestin-1 1.5%, HEK293 NOD2/NF-kB 11%, HIV fusion peptide -0.6%, NOD1 NF-kB reporter -15%, KOR beta-arrestin-2 12%, SV40 large T antigen -9% and GPR55 activation 0.0%.
For CN(C(=O)c1cccs1)c1ccccc1C(=O)O the results were MgcRacGAP inhibition 2%, GPR55 LPI antagonism -4%, KOR beta-arrestin-1 -0.3%, HEK293 NOD2/NF-kB 11%, HIV fusion peptide -2.5%, NOD1 NF-kB reporter 0%, KOR beta-arrestin-2 30%, SV40 large T antigen 5% and GPR55 activation 0.0%.
For Cc1ccc(C(=O)NCCc2nnc3ccc(SCC(=O)NCc4ccc(F)cc4)nn23)cc1 the results were MgcRacGAP inhibition 6%, GPR55 LPI antagonism 5%, KOR beta-arrestin-1 1.1%, HEK293 NOD2/NF-kB 18%, HIV fusion peptide 0.7%, NOD1 NF-kB reporter 2%, KOR beta-arrestin-2 4%, SV40 large T antigen 2% and GPR55 activation -0.1%.
COc1ccc(S(=O)(=O)N2CCCOC2CNC(=O)C(=O)NCCCN2CCOCC2)cc1C (stereo not drawn) was read as MgcRacGAP inhibition 6%, GPR55 LPI antagonism -13%, KOR beta-arrestin-1 1.3%, HEK293 NOD2/NF-kB -6%, HIV fusion peptide 0.4%, NOD1 NF-kB reporter -34%, KOR beta-arrestin-2 -12%, SV40 large T antigen 12% and GPR55 activation 0.3%.
For CCOc1ccccc1OCCCC(=O)Nc1sccc1C(N)=O the results were MgcRacGAP inhibition 8%, GPR55 LPI antagonism -5%, KOR beta-arrestin-1 5.3%, HEK293 NOD2/NF-kB 9%, HIV fusion peptide -1.2%, NOD1 NF-kB reporter 4%, KOR beta-arrestin-2 -17%, SV40 large T antigen 1% and GPR55 activation -0.3%.
Screening CC(C)Cc1nc(Cl)c(C#N)c2c1CCC2 returned MgcRacGAP inhibition -2%, GPR55 LPI antagonism 6%, KOR beta-arrestin-1 -0.7%, HEK293 NOD2/NF-kB 16%, HIV fusion peptide -0.5%, NOD1 NF-kB reporter -2%, KOR beta-arrestin-2 22%, SV40 large T antigen 4% and GPR55 activation 0.6%.
CC12CCC(=O)N1C(C(=O)OCC(=O)Nc1sccc1C#N)CS2 (stereo not drawn) was read as MgcRacGAP inhibition 7%, GPR55 LPI antagonism 11%, KOR beta-arrestin-1 7.1%, HEK293 NOD2/NF-kB -7%, HIV fusion peptide -1.6%, NOD1 NF-kB reporter -13%, KOR beta-arrestin-2 1%, SV40 large T antigen 4% and GPR55 activation 0.3%.
CC(C)N(CCCNC(=O)c1nn(C)c2c1CS(=O)(=O)c1ccccc1-2)Cc1ccccc1 was read as MgcRacGAP inhibition -5%, GPR55 LPI antagonism 12%, KOR beta-arrestin-1 -4.0%, HEK293 NOD2/NF-kB 8%, HIV fusion peptide 1.6%, NOD1 NF-kB reporter -26%, KOR beta-arrestin-2 -3%, SV40 large T antigen 9% and GPR55 activation -0.2%.

Screening data: PubChem BioAssay, several laboratories
